Screens (PubChem)
MrgX1 ag = agonists of human MrgX1 receptor | hit rate 0.44% among 310,000 | B-score at 10 µM | MrgX1-HEK293 cells, Fluo-4 calcium fluorescence, agonist mode; stronger effect = higher value | Q96LB2;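 active means calcium response B-score plate-corrected fluorescence ratio at least 3 library SD, with starting fluorescence B-score inside 5 SD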
Target sequence (Q96LB2 whole entry, looked up): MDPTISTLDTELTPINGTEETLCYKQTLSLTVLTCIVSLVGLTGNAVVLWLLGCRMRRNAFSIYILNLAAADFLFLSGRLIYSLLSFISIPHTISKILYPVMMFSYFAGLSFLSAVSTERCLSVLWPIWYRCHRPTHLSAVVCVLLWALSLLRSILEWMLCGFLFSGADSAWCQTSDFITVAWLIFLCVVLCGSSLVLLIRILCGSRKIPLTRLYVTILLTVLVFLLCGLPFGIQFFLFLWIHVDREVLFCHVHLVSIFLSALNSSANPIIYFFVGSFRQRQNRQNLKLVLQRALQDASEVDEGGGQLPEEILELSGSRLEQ
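Material – MrgX1-expressing HEK293 cells · Input – 15,000 cells seeded per well · Dosing – compound as first of three additions · Times – overnight seeding, then 1 h dark dye loading · Measured by – kinetic Fluo-4 NW fluorescence of intracellular calcium · Read-out – B-scored fluorescence response ratio · Benchmarks – positive and negative control wells on each plate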
PolyA inhibitor = inhibitors of polyadenylation in S. cerevisiae; AID 1875; hit rate 0.02% among 300,000; S. cerevisiae SKY197-pL101 polyadenylation reporter, beta-gal luminescence; efflux-impaired pdr1/pdr3 knockout yeast; score 100 = 6 SD above DMSO; calls only at 12 µM;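 active means lowest replicate activity score at least 50, where 100 means six control SD above control mean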;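 further: yeast exposed to compound for 9 h at 30 °C; higher score means more reporter readthrough which indicates perturbed polyadenylation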
MrgX1 PAM = allosterically activates human MrgX1 receptor signaling; B-score at 10 µM; hit rate 0.63% among 310,000; MrgX1-HEK293, Fluo-4 calcium flux, FDSS; stronger effect = higher value;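 active means plate-corrected calcium response at least 3 library SD above typical, normal starting fluorescence, not activating the receptor alone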;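 further: compound read alongside a low EC10 to EC30 dose of BAM8-22 agonist; peak minus trough fluorescence over baseline measured at the second addition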
TRPC4 potent = allosteric potentiators of mouse TRPC4 channel | B-score at 10 µM | hit rate 0.42% among 310,000 | HEK293 TRPC4beta/mu-opioid, DAMGO EC20, Fluo-4 Ca2+ flux; stronger effect = higher value | AID 2227 | Q9QUQ5;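 active means B-score of calcium response area above 5 SD of library B-scores, with initial fluorescence ratio within 5 SD of library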;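 further: B-score of integrated fluorescence ratio over time as area under calcium response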
TRPC6 inh = mouse TRPC6 channel inhibition. Q61143. HEK293-TRPC6, membrane potential dye, ACh-evoked depolarization; stronger effect = lower value. B-score at 10 µM. hit rate 1.1% among 310,000;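 active means B-score under library mean minus 3 SD, initial fluorescence not abnormally high, positive integrated signal ratio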;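 further: B-score derived from integrated fluorescence ratio over the kinetic read; more negative B-score means stronger inhibition of depolarization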
MrgX1 antagonist = human MrgX1 receptor antagonism, primary screen; hit rate 1.3% among 310,000; MRGX1-HEK293 calcium flux, Fluo-4, BAM8-22 antagonism; stronger effect = lower value; B-score at 10 µM;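 active means calcium-response B-score plate-corrected more than 3 library SD below zero, starting fluorescence within 5 deviations, no agonist response on first addition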;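 further: peak minus trough fluorescence over baseline after final BAM8-22 challenge near maximal dose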
TRPC4 act = TRPC4 (mouse) channel activation. HEK293 TRPC4beta/mu-opioid, Fluo4 calcium fluorescence; stronger effect = higher value. B-score at 10 µM. hit rate 0.49% among 310,000. Q9QUQ5;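 active means B-score above 5 SD of library B-scores, and initial fluorescence ratio not above library mean plus 5 SD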;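 further: positive B-score marks a calcium rise read as TRPC4 activation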
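Technique: kinetic Fluo4 calcium fluorescence; Test system: TRPC4beta and mu-opioid receptor HEK293 stable cells; Measure: B-scored integrated calcium fluorescence ratio; Benchmarks: low control buffer alone, high control maximal DAMGO; Schedule: 45 min room-temperature Fluo4 loading, 110 s read.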
AI-2 QS modul = modulates the Vibrio harveyi AI-2 quorum sensing system | Vibrio harveyi JMH597 AI-2 luminescence/OD600 ratio, 9 h; stronger effect = lower value; strain lacks LuxN and CqsS sensors; 0 = neutral-control median | activity change, % at 7.5 µM | hit rate 0.4% among 300,000 | AID 2094; in the data active means activity change below about -75%, passing the limit was not always enough;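 further: luminescence divided by OD600 gain over 9 h not by final OD600 alone; inactives centre near 13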
TRPC6 act = mouse TRPC6 channel activation; HEK293-TRPC6 membrane potential dye fluorescence; stronger effect = higher value; Q61143; B-score at 10 µM; hit rate 0.13% among 310,000;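 active means B-score of the integrated fluorescence ratio above library mean plus 3 SD, and starting fluorescence ratio within library mean plus 5 SD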;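 further: higher score means more depolarization so channel activation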
TRPC4 inh = blocks the mouse TRPC4 cation channel; Q9QUQ5; HEK293 TRPC4beta/mu-opioid, DAMGO-evoked Fluo4 calcium flux; stronger effect = lower value; B-score at 10 µM; hit rate 0.39% among 300,000;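 active means B-score over 3 SD under the library average, no early fluorescence shift, positive overall ratio signal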
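System: stable TRPC4beta/mu-opioid receptor HEK293 cells; Dosing: single-point compound dosing; Measured by: Fluo4 Ca2+ flux fluorescence; Read-out basis: per-well B score of integrated baseline-normalized Fluo4 ratio.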
HIF act = HIF pathway transcriptional activation | U2OS HRE-luciferase reporter, luminescence; normalized: DMSO 0%, desferrioxamine 100% | activation, % at 7.5 µM (by protocol) | hit rate 0.32% among 300,000 | AID 1910;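 active means mean activation of at least 10% of the iron chelator positive control signal, with at least half of replicates also reaching 10%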
* hit, by the source's call. A portion of the library; count on the stated rates, not on these rows.

Results for O=C(CCn1cnnn1)Nc1ccccc1F ?
MrgX1 ag: inactive; PolyA inhibitor: inactive; MrgX1 PAM: inactive; TRPC4 potent: inactive; TRPC6 inh: inactive; MrgX1 antagonist: inactive; TRPC4 act: inactive; AI-2 QS modul: 14; TRPC6 act: inactive; TRPC4 inh: inactive; HIF act: -0.9

How did O=C(CSc1nc2cc(Cl)ccc2s1)Nc1cccc(S(=O)(=O)N2CCOCC2)c1 do in these assays?
MrgX1 ag: inactive; PolyA inhibitor: inactive; MrgX1 PAM: inactive; TRPC4 potent: inactive; TRPC6 inh: inactive; MrgX1 antagonist: inactive; TRPC4 act: inactive; AI-2 QS modul: 45; TRPC6 act: inactive; TRPC4 inh: inactive; HIF act: 0.1

How did CCOC(=O)c1cc(-c2ccc([N+](=O)[O-])cc2)nc2c1c(=O)[nH]c(=O)n2Cc1ccccc1 do in these assays?
MrgX1 ag: inactive; PolyA inhibitor: inactive; MrgX1 PAM: inactive; TRPC4 potent: inactive; TRPC6 inh: inactive; MrgX1 antagonist: inactive; TRPC4 act: inactive; AI-2 QS modul: 18; TRPC6 act: inactive; TRPC4 inh: inactive; HIF act: -0.6

How did Cc1c(Cl)cccc1NC(=O)CCN1CCN(C)CC1 do in these assays?
MrgX1 ag: inactive; MrgX1 PAM: inactive; TRPC4 potent: inactive; TRPC6 inh: inactive; MrgX1 antagonist: inactive; TRPC4 act: inactive; AI-2 QS modul: 16; TRPC6 act: inactive; TRPC4 inh: inactive; HIF act: -2.0

What do the screens show for `CCOc1cc(C)c(Cl)cc1S(=O)(=O)n1cnc2ccccc21`?
MrgX1 ag: inactive; PolyA inhibitor: inactive; MrgX1 PAM: inactive; TRPC4 potent: inactive; TRPC6 inh: inactive; MrgX1 antagonist: inactive; TRPC4 act: inactive; AI-2 QS modul: 18; TRPC6 act: inactive; TRPC4 inh: inactive; HIF act: 0.0

Results for CC1CCc2nc3ccccc3c(C(=O)OCC(=O)N(C)C3CCS(=O)(=O)C3)c2C1 (stereo not given) ?
MrgX1 ag: inactive; PolyA inhibitor: inactive; MrgX1 PAM: inactive; TRPC4 potent: inactive; TRPC6 inh: inactive; MrgX1 antagonist: inactive; TRPC4 act: inactive; AI-2 QS modul: 28; TRPC6 act: inactive; TRPC4 inh: inactive; HIF act: 0.6

How did O=c1[nH]c(C2CCN(S(=O)(=O)c3ccc(S(=O)(=O)NC4CC4)cc3)CC2)nc2c1nnn2Cc1ccccc1 do in these assays?
MrgX1 ag: inactive; MrgX1 PAM: inactive; TRPC4 potent: inactive; TRPC6 inh: inactive; MrgX1 antagonist: inactive; TRPC4 act: inactive; AI-2 QS modul: 20; TRPC6 act: inactive; TRPC4 inh: inactive; HIF act: -2.3

What do the screens show for `Cc1ccc(-c2noc(C3CCCN(C(=O)c4ccccc4Br)C3)n2)o1` (stereo not given)?
MrgX1 ag: inactive; PolyA inhibitor: inactive; MrgX1 PAM: inactive; TRPC4 potent: inactive; TRPC6 inh: inactive; MrgX1 antagonist: inactive; TRPC4 act: inactive; AI-2 QS modul: 23; TRPC6 act: inactive; TRPC4 inh: inactive; HIF act: 2.9

Results for CCCCC1=CC2=CC(=O)C(C)(OC(=O)CC)C(=O)C2=CN1CCc1ccc(Br)cc1 (stereo not given) ?
MrgX1 ag: inactive; PolyA inhibitor: inactive; MrgX1 PAM: inactive; TRPC4 potent: inactive; TRPC6 inh: inactive; MrgX1 antagonist: inactive; TRPC4 act: inactive; AI-2 QS modul: 2; TRPC6 act: inactive; TRPC4 inh: inactive; HIF act: 1.0

How did COc1ccccc1NC(=S)NC(=O)Cc1ccc(Cl)cc1 do in these assays?
MrgX1 ag: inactive; PolyA inhibitor: inactive; MrgX1 PAM: inactive; TRPC4 potent: inactive; TRPC6 inh: inactive; MrgX1 antagonist: inactive; TRPC4 act: inactive; AI-2 QS modul: 7; TRPC6 act: inactive; TRPC4 inh: inactive; HIF act: 0.8

Results for Cc1c(Cl)c([N+](=O)[O-])nn1CCCC(=O)Nc1cccc(Cl)c1 ?
MrgX1 ag: inactive; PolyA inhibitor: inactive; MrgX1 PAM: inactive; TRPC4 potent: inactive; TRPC6 inh: inactive; MrgX1 antagonist: inactive; TRPC4 act: inactive; AI-2 QS modul: 9; TRPC6 act: inactive; TRPC4 inh: inactive; HIF act: -0.3

Results for CCOc1ccc(NC(=O)CN2CCN(CC(=O)Nc3ccc(N(C)C)cc3)CC2)cc1 ?
PolyA inhibitor: inactive; TRPC4 potent: inactive; TRPC6 inh: inactive; TRPC4 act: inactive; AI-2 QS modul: 13; TRPC6 act: inactive; TRPC4 inh: inactive; HIF act: 0.7

How did Cc1nc2c(-c3ccc(F)cc3)c(C)nn2c(C)c1CCC(=O)Nc1ccc(F)cc1F do in these assays?
MrgX1 ag: inactive; PolyA inhibitor: inactive; MrgX1 PAM: inactive; TRPC4 potent: inactive; TRPC6 inh: inactive; MrgX1 antagonist: inactive; TRPC4 act: inactive; AI-2 QS modul: 1; TRPC6 act: inactive; TRPC4 inh: inactive; HIF act: -0.1

How did Cc1ccc(C)c(C(=O)c2c(C)nc3sccn23)c1 do in these assays?
MrgX1 ag: inactive; MrgX1 PAM: inactive; TRPC4 potent: inactive; TRPC6 inh: -6.1*; MrgX1 antagonist: inactive; TRPC4 act: inactive; TRPC6 act: inactive; TRPC4 inh: inactive

Results for CCOC(=O)C1CCCN(S(=O)(=O)c2ccc(NC(C)=O)cc2)C1 (stereo not given) ?
MrgX1 ag: inactive; PolyA inhibitor: inactive; MrgX1 PAM: inactive; TRPC4 potent: inactive; TRPC6 inh: inactive; MrgX1 antagonist: inactive; TRPC4 act: inactive; AI-2 QS modul: 33; TRPC6 act: inactive; TRPC4 inh: inactive; HIF act: -0.5

What do the screens show for `COc1ccccc1Oc1coc2c(CN3CCOCC3)c(O)ccc2c1=O`?
MrgX1 ag: inactive; PolyA inhibitor: inactive; MrgX1 PAM: inactive; TRPC4 potent: inactive; TRPC6 inh: inactive; MrgX1 antagonist: inactive; TRPC4 act: inactive; AI-2 QS modul: 13; TRPC6 act: inactive; TRPC4 inh: inactive; HIF act: -0.2

What do the screens show for `O=c1[nH]c(=S)n(-c2cccc(Cl)c2)c(O)c1/C=N/N1CCOCC1`?
MrgX1 ag: inactive; PolyA inhibitor: inactive; MrgX1 PAM: inactive; TRPC4 potent: inactive; TRPC6 inh: inactive; MrgX1 antagonist: inactive; TRPC4 act: inactive; AI-2 QS modul: -5; TRPC6 act: inactive; TRPC4 inh: inactive; HIF act: 0.0

How did CN1C(=O)c2ccccc2N(C)C1c1ccc(F)cc1 (stereo not given) do in these assays?
MrgX1 ag: inactive; PolyA inhibitor: inactive; MrgX1 PAM: inactive; TRPC4 potent: inactive; TRPC6 inh: inactive; MrgX1 antagonist: inactive; TRPC4 act: inactive; AI-2 QS modul: 10; TRPC6 act: inactive; TRPC4 inh: inactive; HIF act: -1.4

Results for CCN1CCCC1CNC(=O)c1ccc(CS(=O)(=O)c2ccccc2C)o1 (stereo not given) ?
MrgX1 ag: inactive; PolyA inhibitor: inactive; MrgX1 PAM: inactive; TRPC4 potent: inactive; TRPC6 inh: inactive; MrgX1 antagonist: inactive; TRPC4 act: inactive; AI-2 QS modul: -2; TRPC6 act: inactive; TRPC4 inh: inactive; HIF act: 0.0

What do the screens show for `CC(C)NC(=O)COC(=O)c1ccc(O)cc1`?
MrgX1 ag: inactive; PolyA inhibitor: inactive; MrgX1 PAM: inactive; TRPC4 potent: inactive; TRPC6 inh: inactive; MrgX1 antagonist: inactive; TRPC4 act: inactive; AI-2 QS modul: 37; TRPC6 act: inactive; TRPC4 inh: inactive; HIF act: 2.4

How did CC(C)(C)C1CCc2c(sc(NC(=O)C3CC=CCC3C(=O)O)c2C#N)C1 (stereo not given) do in these assays?
MrgX1 ag: inactive; PolyA inhibitor: inactive; MrgX1 PAM: inactive; TRPC4 potent: inactive; TRPC6 inh: inactive; MrgX1 antagonist: inactive; TRPC4 act: inactive; AI-2 QS modul: 5; TRPC6 act: inactive; TRPC4 inh: -6*; HIF act: 0.1

What do the screens show for `O=C(N/N=C/c1cccnc1)C(O)(c1ccccc1)c1ccccc1`?
MrgX1 ag: inactive; PolyA inhibitor: inactive; MrgX1 PAM: inactive; TRPC4 potent: inactive; TRPC6 inh: inactive; MrgX1 antagonist: inactive; TRPC4 act: inactive; AI-2 QS modul: 8; TRPC6 act: inactive; TRPC4 inh: inactive; HIF act: -0.3

Results for CN=C1S/C(=C\c2ccc(OCC(=O)OC)c(OC)c2)C(=O)N1C ?
MrgX1 ag: inactive; PolyA inhibitor: inactive; MrgX1 PAM: inactive; TRPC4 potent: inactive; TRPC6 inh: inactive; MrgX1 antagonist: inactive; TRPC4 act: inactive; AI-2 QS modul: -2; TRPC6 act: inactive; TRPC4 inh: inactive; HIF act: 0.0

What do the screens show for `COc1cccc(CNC(=O)Cn2ccc3cc(S(=O)(=O)N4CCC(C)CC4)ccc32)c1`?
MrgX1 ag: inactive; PolyA inhibitor: inactive; MrgX1 PAM: inactive; TRPC4 potent: inactive; TRPC6 inh: inactive; MrgX1 antagonist: inactive; TRPC4 act: inactive; AI-2 QS modul: 27; TRPC6 act: inactive; TRPC4 inh: inactive

Results for Cc1ccc(C)c(NS(=O)(=O)c2cc(C(N)=O)ccc2C)c1 ?
MrgX1 ag: inactive; PolyA inhibitor: inactive; MrgX1 PAM: inactive; TRPC4 potent: inactive; TRPC6 inh: inactive; MrgX1 antagonist: inactive; TRPC4 act: inactive; AI-2 QS modul: 15; TRPC6 act: inactive; TRPC4 inh: inactive; HIF act: -0.3

How did CCCCNC(=S)N(C)/N=C/c1ccc2c(c1)OCO2 do in these assays?
MrgX1 ag: inactive; PolyA inhibitor: inactive; MrgX1 PAM: inactive; TRPC4 potent: inactive; TRPC6 inh: inactive; MrgX1 antagonist: inactive; TRPC4 act: inactive; AI-2 QS modul: 15; TRPC6 act: inactive; TRPC4 inh: inactive; HIF act: 0.0
